# Compound activity: PubChem BioAssay, National Center for Advancing Translational Sciences (NCATS)
# Caspase-1 inhib = blocks human caspase-1 allosterically or competitively | P29466 | Caspase-1 enzyme, Ac-WEHD-AFC fluorogenic rate | Potency, µM (top dose mostly 57.5 µM), inactives show at the top dose activity change, negative = inhibition, hits mostly inhibitors | 75,000 compounds, 0.03% hits;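 note: potency is the fitted concentration of half-maximal effect; plate controls were vehicle for no effect and no substrate for full effect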
# Target sequence (P29466 120-297 limits assumed): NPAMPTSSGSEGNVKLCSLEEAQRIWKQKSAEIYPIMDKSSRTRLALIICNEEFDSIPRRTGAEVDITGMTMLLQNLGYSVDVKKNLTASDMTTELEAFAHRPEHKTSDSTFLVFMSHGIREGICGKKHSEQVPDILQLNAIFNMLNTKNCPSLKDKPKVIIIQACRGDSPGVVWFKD
# Target sequence (P29466 317-404 limits assumed): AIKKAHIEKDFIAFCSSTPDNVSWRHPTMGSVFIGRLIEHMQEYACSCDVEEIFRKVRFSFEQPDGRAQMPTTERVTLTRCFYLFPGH
# ERK AVP inh = blocks ERK signaling stimulated by vasopressin | HEK293-V1b, vasopressin-stimulated pERK AlphaScreen | Potency, µM (top dose mostly 57.5 µM), for the others: at the highest dose activity, negative = inhibition, most hits filed as inhibitors | 72,000 compounds, 0.99% hits | AID 995; note: potency is the fitted concentration of half-maximal effect; % is set by controls: 0 for no effect and ±100 for the full control effect; nearly all actives have a fitted effect of over 55% in size
#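 qHTS, compounds titrated on V1b-expressing HEK293 cells. Preincubation 30 min at 37C, vasopressin 25 nM for 5 min, lysis 10 min, bead incubation 5 hr at room temperature.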
# Texas Red fluor = compound fluoresces in the Texas Red spectral region. 59,000 compounds, 0.06% hits. Compound fluorescence, Texas Red channel, 547/618 nm; stronger effect = higher value. max dye-equivalent concentration, M; in the data active = max dye-equivalent concentration above about 10 nM; inconclusive = between about 1.1 nM and that limit
#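 Dye-equivalent concentrations come from scaling compound signal (ex 547, em 618 nm) to six Texas Red standard concentrations run on every plate, after 15 min room-temperature incubation in pH 8.0 Tris (100 mM).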
# Casp7 inh = caspase-7 (human) inhibition, allosteric or competitive. 75,000 compounds, 0.02% hits. recombinant caspase-7, Ac-DEVD-AFC fluorescence rate. Potency, µM (doses to about 57.5 µM), without a hit: at the highest dose activity change, negative = inhibition, most hits filed as inhibitors; active = well fitted inhibition curve with a large enough effect in the main read-out, with a control signal flat, not every such curve was filed as active; inconclusive = small, poorly fitted or top-dose-only effect, or a change in a side signal; note: potency is the fitted concentration of half-maximal effect; % of control where 0% means no effect
# Rhodamine autofl = compound autofluorescence in rhodamine spectral region | AID 594 | Rhodamine-region fluorescence, 547/598 nm, Tris buffer; stronger effect = higher value | max dye-equivalent concentration, M | 59,000 compounds, 0.05% hits; in the data active = max dye-equivalent concentration above about 11 nM; inconclusive = between about 1.1 nM and that limit
#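 qHTS spectral profiling of compounds without any target or enzyme present, in pH 8.0 Tris buffer; plates were read after a 15-minute room-temperature incubation using the rhodamine-region filter set.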
# 4MU fluor = compound fluoresces in the 4-MU spectral region. 59,000 compounds, 11% hits. max dye-equivalent concentration, M. compound autofluorescence, 340/450 nm, 4-MU equivalents; stronger effect = higher value. AID 589; in the data active = max dye-equivalent concentration above about 10 nM; inconclusive = mostly about 1.1 nM to 9.6 nM
#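 Intrinsic fluorescence at 340/450 nm (ex/em) was read after 15 min at room temperature in pH 8.0, 100 mM Tris. Each compound concentration expressed as 4-MU-equivalent concentration from a six-point 4-MU standard series on each plate.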
# HEK293 cAMP cs = parental HEK293 cAMP activation (counter-screen); AID 938; parental HEK293 CNG cAMP sensor, membrane potential fluorescence; Potency, µM (doses to about 57.1 µM), for inactives: at the top dose activation, hits mostly activators; 73,000 compounds, 2.5% hits; note: potency is the fitted concentration of half-maximal effect; % of control where 0% means no effect; nearly all actives have a fitted effect of over 55% in size
#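 Parental HEK 293 cells stably expressing a cAMP-gated CNG channel were loaded with membrane potential dye containing 100 uM RO 20-1724 for 60 min. Compound added for 30 min; depolarization read as fluorescence intensity at 590 nm.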
# FLuc inh = firefly luciferase inhibition; purified firefly luciferase, luminescence, 8 min; 72,000 compounds, 2.2% hits; P08659; Potency, µM (top dose mostly 57.1 µM), without a hit: at the highest dose activity change, negative = inhibition, actives largely listed as inhibitors; note: potency is the fitted concentration of half-maximal effect; % is set by controls: 0 for no effect and ±100 for the full control effect; nearly all actives have a fitted effect of over 40% in size
#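 Titration-based qHTS; buffer 50 mM imidazole pH 7.2, 50 mM KCl, 7 mM MgCl2, 10 uM ATP, 0.01% Tween 20, 0.05% BSA; luciferase/luciferin detector mix added after compound; 8 min, ambient; luminescence.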
# Tau filament bind = binders of human tau filaments | AID 596 | P10636 | recombinant tau filaments, thioflavin S fluorescence, 15 h; filaments grown with octadecylsulfate alongside compound | Potency, µM (highest dose often 57.1 µM), for the others: at the top dose activity change, negative = inhibition | 71,000 compounds, 2% hits;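 note: potency is the fitted concentration of half-maximal effect; % is set by controls: 0 for no effect and ±100 for the full control effect; actives lower thioflavin S fluorescence by blocking filaments or displacing dye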
# Target sequence (P10636 whole entry, looked up): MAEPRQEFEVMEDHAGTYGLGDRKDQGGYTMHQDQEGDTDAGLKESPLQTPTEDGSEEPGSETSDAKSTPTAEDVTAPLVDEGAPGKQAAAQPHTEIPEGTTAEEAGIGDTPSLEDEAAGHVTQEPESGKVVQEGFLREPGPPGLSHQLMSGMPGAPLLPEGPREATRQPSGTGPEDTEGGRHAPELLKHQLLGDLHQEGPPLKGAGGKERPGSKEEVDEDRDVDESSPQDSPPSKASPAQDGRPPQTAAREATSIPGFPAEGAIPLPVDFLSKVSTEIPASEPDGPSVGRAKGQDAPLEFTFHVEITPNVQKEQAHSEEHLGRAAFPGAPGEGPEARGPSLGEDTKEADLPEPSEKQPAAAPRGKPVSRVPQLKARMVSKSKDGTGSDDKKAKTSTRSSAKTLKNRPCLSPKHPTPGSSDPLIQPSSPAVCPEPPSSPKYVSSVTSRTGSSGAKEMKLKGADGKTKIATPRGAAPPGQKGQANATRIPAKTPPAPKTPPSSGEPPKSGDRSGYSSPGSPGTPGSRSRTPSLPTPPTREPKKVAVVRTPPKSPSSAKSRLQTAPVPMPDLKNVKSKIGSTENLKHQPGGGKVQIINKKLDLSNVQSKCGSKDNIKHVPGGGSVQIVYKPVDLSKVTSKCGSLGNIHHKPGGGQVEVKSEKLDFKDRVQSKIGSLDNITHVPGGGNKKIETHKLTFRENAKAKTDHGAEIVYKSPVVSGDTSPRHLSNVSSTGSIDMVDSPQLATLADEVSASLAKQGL
#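 Quantitative HTS: thioflavine S signal from ODS-induced tau filaments, excited at 450 nm, emission 510 nm. Conditions: 1 uM tau, 30 uM ODS, 15 h at 37 C, pH 7.4.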
# Fluorescein autfl = fluorescein region autofluorescence | max fluorescein-equivalent concentration, M | AID 593 | Compound autofluorescence, 480/540 nm, fluorescein-equivalent; stronger effect = higher value | 59,000 compounds, 0.91% hits; in the data active = max fluorescein-equivalent concentration above about 10 nM; inconclusive = between about 1.1 nM and that limit
#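 Autofluorescence profiling; 100 mM Tris, pH 8.0; incubation 15 min at RT; ex/em 480/540 nm; result as fluorescein-equivalent concentration.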
# A350 autofl = compounds fluorescent in Alexa 350 spectral region; max dye-equivalent concentration, M; 59,000 compounds, 11% hits; Compound autofluorescence, 340/450 nm, Alexa 350 dye-equivalents; stronger effect = higher value; AID 590; in the data active = max dye-equivalent concentration above about 10 nM; inconclusive = mostly about 1.1 nM to 9.6 nM
# * = called active by the depositor; i = inactive; ? = inconclusive; . = not tested or not shown; [ ] = remark or other dose. Unless noted, calls come from the whole dose curve; as a rule, active = well fitted curve in the direction sought with a large enough effect; inconclusive = small, poorly fitted or top-dose-only effect, or another doubt; inactive = no such curve, though single readings can be large; an effect the other way counts as inactive or inconclusive. Only part of the results is shown. The share of hits here may be higher or lower than overall.
# Results follow in this order: Caspase-1 inhib | ERK AVP inh | Texas Red fluor | Casp7 inh | Rhodamine autofl | 4MU fluor | HEK293 cAMP cs | FLuc inh | Tau filament bind | Fluorescein autfl | A350 autofl
> O=C(CCCCCn1c(=S)[nH]c2cc3c(cc2c1=O)OCO3)N1CCN(C2CCCCC2)CC1
  -3% | -6% | i | -3% | i | i | -28% | 3% | 65% | i | i
> C=CCOC(=O)C1=C(C)NC(SCC(=O)N(CC)CC)=C(C#N)C1c1ccccc1 (stereo not given)
  . | . | i | . | i | i | . | -3%[25.5 µM] | . | ? | i
> CCOc1ccc(Cn2c(O)cc(=O)[nH]c2=O)cc1
  . | . | i | . | i | i | . | 0%[25.5 µM] | . | i | i
> Cc1ccc(NC(=O)CCN2C(=O)c3ccncc3C2=O)cc1
  -1% | 27% | i | 6% | i | i | 1% | 3% | 4% | i | i
> c1ccc2c(CC3NCCN3)cccc2c1
  -1%[11.5 µM] | -5%[11.5 µM] | i | 0%[11.5 µM] | i | i | 5%[11.4 µM] | 2%[11.4 µM] | -6%[11.4 µM] | i | i
> Cc1csc2nc(CNC(=O)CCC(=O)O)cn12
  -1% | . | . | 1% | . | . | 14% | 2% | -6% | . | .
> CN=C1SC(CC(=O)Nc2cccc(C(F)(F)F)c2)C(=O)N1C (stereo not given)
  -1% | -14% | i | -2% | i | i | ? | 1% | 9% | i | i
> O=C(c1ccncc1)N1CCC2(CC1)CCN(c1ccc(-c3ccccc3)cc1)CC2
  1% | -30% | i | -2% | i | i | 19% | 1%[11.4 µM] | -29% | i | i
> CCc1ccc(S(=O)(=O)NCc2cn3ccccc3n2)s1
  0% | 13% | i | 2% | i | ? | 12% | -3% | -2% | i | ?
> COc1ccc(NC(=O)N2CC[C@@]3(CCCN(C(C)=O)C3)C2)cc1
  -3% | -14% | i | 1% | i | i | 11% | 2%[11.4 µM] | 4% | i | i
> Nc1ccc(CCS(N)(=O)=O)cc1
  -2% | 11% | ? | -3% | i | i | 3% | 2% | -8% | ? | i
> O=C(NCCCN1CCCC1=O)c1ccc2c(=O)n(Cc3ccco3)c(=S)[nH]c2c1
  -2% | ? | i | -3% | i | i | 6% | 5% | -16% | i | i
> CCCCN(C)S(=O)(=O)c1ccc(C(=O)Nc2nnc(-c3cccs3)o2)cc1
  -1% | 12% | i | 0% | i | i | -1% | -1% | -1% | i | i
> CC1CCC2(CC1)NC(=O)c1ccccc1O2 (stereo not given)
  1% | -15% | i | 0% | i | i | 9% | 1% | 3% | ? | i
> COc1ccc(N(CC(=O)N2CCN(c3ccccc3)CC2)S(=O)(=O)c2c(C)noc2C)cc1
  -1% | -21% | . | -4% | . | . | 24% | 2% | 3% | . | .
> Cc1ccc(CC2CC(=O)N(c3ccc(Cl)cn3)C2=O)cc1 (stereo not given)
  2% | -4% | ? | 0% | i | i | 2% | 0% | 3% | ? | i
> Cc1ccccc1Cn1c(C(C)O)nc2ccccc21 (stereo not given)
  1% | -29% | i | -2% | i | i | 17% | -1% | 14% | ? | ?
> CN(C)CCCNC(=O)c1ccc2[nH]c3ccccc3c2c1
  -1% | 2% | ? | -3% | i | ? | 4% | -12% | 4% | i | ?
> COc1cccc(C(=O)N2CCN(Cc3ccc4c(c3)OCO4)CC2)c1OC
  -1% | -10% | i | 2% | i | 3.7e-06M* | 12% | 0% | -1% | ? | 4.1e-06M*
> COC(=O)CCC(=O)COc1ccc(OC)cc1C#N
  -2% | 18% | i | -1% | i | i | 8% | -12% | -16% | i | i
> Cc1cnc(CNc2cc(-c3ccccc3C(F)(F)F)ncn2)cn1
  -2% | 30% | i | -1% | i | ? | ? | -2%[2.29 µM] | -10% | i | ?
> COc1ccccc1NC(=O)CN1CCN(CC(=O)Nc2ccc(F)cc2)CC1
  -3% | 8% | i | -13% | i | i | 1% | -4% | 4% | i | i
> CCC(C)SCc1nc2ccccc2[nH]1 (stereo not given)
  -3% | -29% | . | 0% | . | . | 12% | 0% | 4% | . | .
> CCOC(=O)Nc1cccc(OCC(=O)Nc2ccccc2OC)c1
  1% | 15% | ? | 0% | i | i | -7% | -8% | -3% | i | i
> Cc1cnc(CNc2ncnc3ccc(-c4ccccc4C#N)cc23)cn1
  1% | -3% | i | 0% | i | i | -7% | -3%[2.29 µM] | -5% | i | i
> COc1cccc(-n2nnc3c(=O)n(CC(=O)OCc4ccccc4)cnc32)c1
  -2% | -5% | i | 0% | i | i | ? | 5% | 109% | i | i
> CS(=O)(=O)N1CCC[C@@]2(CCN(Cc3nccs3)C2)C1
  -1% | 1% | i | -2% | i | i | ? | 1%[11.4 µM] | 7% | i | i
> CCOc1ccc(C2CC(c3cccc(C)c3)n3ncnc3N2)cc1 (stereo not given)
  2% | 2% | . | -1% | . | . | ? | -4% | -11% | . | .
> Cc1cc(NC(=O)c2cc(-c3ccco3)on2)no1
  -1% | -4% | i | -5% | i | i | ? | -6% | -19% | i | i
> COC(=O)c1ccc(=O)n(Cc2ccco2)c1
  . | . | i | . | i | 6.6e-08M* | . | -1%[25.5 µM] | . | i | 7.2e-08M*
> Cc1cc2n(n1)C(c1ccccc1Cl)Nc1ccccc1-2 (stereo not given)
  1% | -23% | i | -1% | i | ? | 1% | 1% | -4% | ? | ?
> CCOCCCN(C(=O)CNC(=O)c1ccco1)C(C(=O)NC1CCCC1)c1ccccc1C (stereo not given)
  -5% | 3% | ? | -14% | i | i | 32µM* | -2% | -14% | i | i
> CS(=O)(=O)N(CC(=O)NC1CC2CCC1C2)c1cccc(C(F)(F)F)c1 (stereo not given)
  -2% | 8% | ? | 1% | i | i | 2% | 1% | 0% | i | i
> O=C1CCc2cc(S(=O)(=O)NC(C(=O)NCc3cccnc3)c3ccccc3)ccc2N1 (stereo not given)
  0% | 3% | . | -2% | . | . | 7% | 3% | -3% | . | .
> CCn1cc(C(=O)N2CCCCC2)c(=O)c2cc(S(=O)(=O)N3CCC(C)CC3)ccc21
  -2% | 11% | i | 1% | i | i | 11% | 5% | -3% | i | i
> O=S(=O)(c1ccc(Br)s1)N1CCCCC1
  0% | 1% | ? | -1% | i | i | 16% | 1% | -7% | i | i
> COC(=O)c1ccc(Cn2nc(C)c(Br)c2C)cc1
  -4% | -6% | i | 0% | i | i | 12% | 3% | -10% | i | ?
> C#CCCCO/N=C1/C[C@@H](O)[C@@H](O)[C@@H]2[C@@H]3C(=O)N(C4CCCCC4)C(=O)[C@H]3CC[C@H]12
  -10%[11.5 µM] | 6%[11.5 µM] | . | 1%[11.5 µM] | . | . | 14%[11.4 µM] | 0%[11.4 µM] | . | . | .
> O=C(NCc1ccco1)c1cccc(S(=O)(=O)N2CCOCC2)c1
  -2% | ? | . | -1% | . | . | 1% | -2% | 12% | . | .
> Cc1ccc2c(c1)[C@@H]1CN(C)CC[C@@H]1N2S(=O)(=O)c1ccc(F)cc1
  . | . | i | . | i | i | . | 0%[25.5 µM] | . | ? | i
> Cc1nc(CNS(=O)(=O)c2ccccc2F)cs1
  -1% | . | . | -1% | . | . | 0% | -1% | 9% | . | .
> O=C(COc1ncnc2sccc12)N1CCc2ccccc2C1
  1% | -1% | ? | -1% | i | i | -12% | -5% | 1% | i | i
> COC(=O)Nc1ncc(CN2CCc3ccccc3C2)s1
  -1% | -22% | i | -1% | i | i | 2% | 2% | -7% | i | i
> CCOC(=O)C(NC(=O)Nc1ccc(F)cc1)(OCC)C(F)(F)F (stereo not given)
  4% | -2% | ? | 0% | i | i | 4% | 2% | -5% | i | i
> CCOC(=O)c1c(N)nn(C(=O)CC)c1-c1ccccc1
  0% | -7% | i | -1% | i | i | 28% | 2% | -8% | ? | i
> CCCOC(=O)C1C2C=CC3(CN(c4cccc(Cl)c4)C(=O)C13)O2 (stereo not given)
  -1% | -1% | . | 0% | . | . | 19% | 1% | 3% | . | .
> O=C(Cc1ccccc1)N1CCCC(c2nc(-c3cccs3)no2)C1 (stereo not given)
  1% | ? | ? | -1% | i | i | ? | 0% | -8% | ? | i
> C=C(Cl)COC(=O)[C@H]1C2C=CC(C2)C1C(=O)O (stereo not given in full)
  0% | -5% | i | 1% | i | i | 3% | 1% | -4% | i | i
> CCn1c2ccccc2c2nnc(SCC(=O)NC(CC(C)C)C(=O)OC)nc21 (stereo not given)
  -1% | -8% | i | -1% | i | i | 0% | 1% | -12% | i | i
> CCc1nn(CC(=O)NCCCN(CC)Cc2ccccc2)c(=O)c2cc3sccc3n12
  1% | -3% | i | 0% | i | 1.6e-08M* | 15% | 0% | 13% | ? | ?
> O=C1c2ccccc2NC(c2cccc(F)c2)N1Cc1ccco1 (stereo not given)
  -8% | -24% | i | -9% | i | 5.3e-07M* | 16% | 1% | -4% | i | 5.5e-07M*
> COc1cc2c(cc1O)[C@@H](c1cc(O)c(O)c(OC)c1)[C@@](O)(C(=O)O)[C@@H](CO)[C@@H]2O
  1%[11.5 µM] | 3%[11.5 µM] | i | -2%[11.5 µM] | i | ? | -4%[11.4 µM] | -11%[11.4 µM] | 6%[11.4 µM] | i | ?
> CC(C)Cn1c(-c2ccc(Cl)cc2)cnc1SCC(=O)N1CCOCC1
  0% | 20% | i | 0% | i | i | 16% | 2% | -11% | ? | i
> Nc1nc(C2CC2)c(Sc2sc(N)nc2C2CC2)s1
  -3% | -18% | i | -3% | i | i | -17% | -1% | -10% | ? | i
